# D1 ag – human D1 receptor agonism; activation, % at 2 µM; HEK293 T-REx D1 cells, calcium flux, agonist mode; hit rate 1% among 360,000; in the data active = activation above about 30%; also: 0% is about no effect
# Target sequence (P21728 whole entry, looked up): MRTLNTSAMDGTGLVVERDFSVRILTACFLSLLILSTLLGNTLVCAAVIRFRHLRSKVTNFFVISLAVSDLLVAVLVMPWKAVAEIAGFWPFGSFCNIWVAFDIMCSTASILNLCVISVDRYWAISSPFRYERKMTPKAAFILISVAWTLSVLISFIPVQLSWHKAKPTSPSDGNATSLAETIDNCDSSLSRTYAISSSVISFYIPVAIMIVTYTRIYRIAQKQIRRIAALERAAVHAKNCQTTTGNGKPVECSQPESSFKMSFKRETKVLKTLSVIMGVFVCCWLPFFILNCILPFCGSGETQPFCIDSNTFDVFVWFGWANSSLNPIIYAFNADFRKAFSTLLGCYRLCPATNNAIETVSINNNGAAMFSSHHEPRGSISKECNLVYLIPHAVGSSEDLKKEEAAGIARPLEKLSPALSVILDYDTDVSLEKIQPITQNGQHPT
#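 Inducible HEK293 T-REx D1 cells, force-coupled to calcium signalling, were plated at 4000 cells/well with tetracycline and held overnight at 30 C. After no-wash calcium dye loading, compound-evoked calcium rise over 180 s flagged agonists.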
# D2 potentiator – positive allosteric modulators of human D2 dopamine receptor. HEK293 T-REx D2, calcium flux, EC20 dopamine potentiation. potentiation, % at 10 µM. hit rate 0.34% among 340,000. AID 485347;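 active = potentiation over 3 SD above the plate norm, cut at about 30% in these data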; also: 0% is about no effect
#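 Potentiation of an EC20 dopamine calcium response is measured in a force-coupled, tetracycline-inducible Hek293 Trex D2 line. Compound-only kinetic reads over 180 s flag agonists before dopamine addition.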
# TRHR agonist – activates the human TRH receptor. hit rate 0.18% among 360,000. AID 493084. TRHR cells, calcium flux fluo-8, FDSS agonist mode. activation, % at 2 µM; in the data active = activation above about 30%; also: 0% is about no effect
# Target sequence (P34981 whole entry, looked up): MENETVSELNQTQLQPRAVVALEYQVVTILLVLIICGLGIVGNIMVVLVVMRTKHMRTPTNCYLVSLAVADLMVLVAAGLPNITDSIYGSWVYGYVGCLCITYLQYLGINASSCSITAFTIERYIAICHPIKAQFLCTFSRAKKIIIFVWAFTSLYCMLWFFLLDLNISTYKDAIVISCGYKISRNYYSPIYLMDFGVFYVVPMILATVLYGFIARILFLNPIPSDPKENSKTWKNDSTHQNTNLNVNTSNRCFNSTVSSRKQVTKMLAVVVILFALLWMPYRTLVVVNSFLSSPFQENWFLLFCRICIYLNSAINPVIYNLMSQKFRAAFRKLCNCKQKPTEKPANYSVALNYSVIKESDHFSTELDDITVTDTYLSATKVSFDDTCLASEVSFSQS
#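 Fluo-8-loaded TRHR cells; 10 s baseline, compound added, kinetic Ca2+ fluorescence read 1/s, agonist mode.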
# D1 antagonist – blocks dopamine activation of the human D1 receptor; P21728; HEK293 TREx D1 cells, calcium flux, dopamine EC80; active compounds read low; activity change, negative = inhibition, % at 10 µM; hit rate 3.2% among 360,000; AID 504652; in the data active = activity change below about -30%; also: % is scaled to controls: 0 for no effect and ±100 for the full control effect
#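 Kinetic fluorescence of a calcium dye serves as the read-out. D1-expressing Hek293 Trex cells, induced overnight at 30 C, are exposed to compound for 180 s before an EC80 dopamine addition, then read 180 s further.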
# TRHR PAM – TRH receptor (human) allosteric enhancement. P34981. TRHR cells, fluo-8 calcium fluorescence, EC20 TRH enhancement. enhancement, % at 2 µM. hit rate 0.66% among 360,000; in the data active = enhancement above about 30%; also: 0% is about no effect
#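 Enhancer read-out: after compound pinning and an initial kinetic agonist-mode read, an EC20 of TRH (10 nM final) was injected and fluo-8 calcium signal (Ex 480/Em 530) followed at 1 s/cycle for 100 cycles in TRHR-expressing cells.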
# RXFP1 antag – blocks the human relaxin receptor RXFP1 | hit rate 0.59% among 350,000 | HEK293-RXFP1, relaxin-stimulated cAMP HTRF, 30 min; active compounds read low | AID 1259400 | activity change, negative = inhibition, % at 57.5 µM;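 active = activity change of -60% or lower, but not beyond a set lower limit; inconclusive = change between -60% and -40%, or beyond the set limit; inactive = change above -40%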; also: % is scaled to controls: 0 for no effect and ±100 for the full control effect
# D1 PAM – human D1 dopamine receptor positive modulation; hit rate 0.036% among 360,000; AID 504651; HEK293 TREx D1 cells, calcium flux, dopamine EC20 potentiation; potentiation, % at 10 µM; in the data active = potentiation above about 30%; also: 0% is about no effect
# Anesthetic bind – binds horse apoferritin like a general anesthetic. apoferritin/1-aminoanthracene competitive binding, fluorescence. AID 485281. P02791. hit rate 0.074% among 350,000. Potency, µM (highest dose often 77.5 µM), without a hit: at the top dose activity change, negative = displacement, most hits filed as inhibitors; also: potency is read from the fitted curve at half-maximal effect; % is scaled to controls: 0 for no effect and ±100 for the full control effect; nearly all actives have a fitted effect of over 20% in size
# Target sequence (P02791 2-175 limits assumed): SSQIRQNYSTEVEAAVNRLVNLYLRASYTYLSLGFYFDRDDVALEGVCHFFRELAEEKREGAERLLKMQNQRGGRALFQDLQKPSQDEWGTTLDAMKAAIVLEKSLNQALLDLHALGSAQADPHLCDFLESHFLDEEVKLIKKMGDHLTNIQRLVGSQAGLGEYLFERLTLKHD
#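 Horse-spleen apoferritin (10 uM) was mixed with 50% saturated 1-aminoanthracene in PBS, exposed to compounds for 10 min at room temperature, and read for fluorescence (ex 380 nm, em 535 nm). Competitive displacement was fitted with a four-parameter Hill equation.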
# RXFP1 ag – agonists of human relaxin receptor RXFP1; hit rate 0.3% among 370,000; HEK293T-RXFP1 cAMP TR-FRET, 30 min; response scale: percent of porcine relaxin response, buffer zero; Potency, µM (titrated, usually from 57.5 µM), for the others: top-dose activation, actives largely listed as activators; Q9HBX9; also: potency is read from the fitted curve at half-maximal effect; % is scaled to controls: 0 for no effect and ±100 for the full control effect; nearly all actives have a fitted effect of over 60% in size; many of its hits are not listed in these tables
#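 HEK293T cells stably expressing RXFP1 were pretreated with the PDE4 inhibitor Ro 20174, exposed to compounds for 30 min at 37C, lysed, and cAMP was read by TR-FRET. Data normalized to buffer (basal) and 29 nM porcine relaxin (100%).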
# * marks the source's active call; other numbers are inactive results; ? = inconclusive; . = not tested or not shown; [ ] = another dose, or the depositor's remark. Unless noted, calls follow the shape of the dose curve; as a rule, active = well fitted curve in the direction sought with a large enough effect; inconclusive = small, poorly fitted or top-dose-only effect, or another doubt; inactive = no such curve, though single readings can be large; an effect the other way counts as inactive or inconclusive. The list is partial; the hit share may differ from the screen's.
# The first 4 records as a preview:
SMILES,D1 ag,D2 potentiator,TRHR agonist,D1 antagonist,TRHR PAM,RXFP1 antag,D1 PAM,Anesthetic bind,RXFP1 ag
COc1cc(S(=O)(=O)N2CCOCC2)ccc1NC(=O)COC(=O)c1ccccn1,2.6,2.6,0.3,15.3,-1.6,-15.4,0.9,-7.6%,6.7%
Cc1ccc(OCCSc2nnc(-c3cccs3)o2)cc1Cl,29.1,3.6,1.6,-4.9,-3.5,-10.5,-1.2,3.1%,4.3%
CC(C)c1ccc(NC(=O)C2CCN(S(=O)(=O)c3ccc(Br)s3)CC2)cc1,1.8,-0.1,0.0,-19.7,-3.6,-6.8,-1.4,-12.2%,0.6%
Cc1ccc(NC(=O)COC(=O)CN2C(=O)NC(C)(C)C2=O)cc1S(=O)(=O)N1CCOCC1,-1.0,13.9,0.1,-6.2,2.4,-23.9,5.5,-12.8%,-2.6%

# The whole of this part, repeating the preview:
SMILES,D1 ag,D2 potentiator,TRHR agonist,D1 antagonist,TRHR PAM,RXFP1 antag,D1 PAM,Anesthetic bind,RXFP1 ag
COc1cc(S(=O)(=O)N2CCOCC2)ccc1NC(=O)COC(=O)c1ccccn1,2.6,2.6,0.3,15.3,-1.6,-15.4,0.9,-7.6%,6.7%
Cc1ccc(OCCSc2nnc(-c3cccs3)o2)cc1Cl,29.1,3.6,1.6,-4.9,-3.5,-10.5,-1.2,3.1%,4.3%
CC(C)c1ccc(NC(=O)C2CCN(S(=O)(=O)c3ccc(Br)s3)CC2)cc1,1.8,-0.1,0.0,-19.7,-3.6,-6.8,-1.4,-12.2%,0.6%
Cc1ccc(NC(=O)COC(=O)CN2C(=O)NC(C)(C)C2=O)cc1S(=O)(=O)N1CCOCC1,-1.0,13.9,0.1,-6.2,2.4,-23.9,5.5,-12.8%,-2.6%
Cc1ccc(C(=O)Nc2cccc(C(=O)NCc3ccco3)c2)cc1,1.6,-0.3,-0.7,-23.0,-0.9,-3.1,-9.4,-14.6%,1.2%
Cc1nc2scc(-c3cccs3)c2c(=O)n1CC(=O)O,0.8,12.2,0.9,1.9,5.2,4.5,0.2,-4.2%,12.5%
COc1ccc(C(=O)CSC2=NS(=O)(=O)c3cc(Cl)ccc3N2)cc1,8.4,9.4,-0.3,-0.7,-0.9,-1.6,-1.9,.,-1.8%
COc1cc2c(cc1OC)-c1cc(NC3CCCCCCC3)nc(=O)n1CC2,1.0,10.1,0.2,-6.3,-1.1,-7.2,0.3,?,15.1%
O=C(Nc1ccncc1)Nc1cccc(C(F)(F)F)c1,10.6,-15.2,1.5,-26.5,3.7,0.3,-9.4,-10.3%,8.4%
COc1ccc(-c2nc(CNS(=O)(=O)c3ccccc3)cs2)cc1,5.1,-0.2,-0.7,-18.0,-0.5,-12.0,-2.2,-11.9%,0.0%
COC(=O)Cn1c2ccc(OC)cc2c2nc(C)sc21,0.5,2.5,-0.4,-11.1,-8.9,-11.1,-2.7,-2.4%,-2.1%
Cc1cc(S(=O)(=O)N(Cc2ccc3c(c2)OCO3)CC2CCCO2)ccc1-n1cnnn1 (configuration not stated),3.1,11.5,-0.1,-13.8,-4.0,-8.8,-4.8,-17.0%,1.4%
CCNc1nc(NC(C)CC)nc(ON=C(C)C)n1 (configuration not stated),2.3,8.0,0.4,5.9,1.0,5.8,0.3,-6.7%,1.6%
COc1ccc2c(c1)[nH]c1c(=O)n(CCC3=CCCCC3)cnc12,1.8,-1.5,0.6,-3.5,1.2,7.9,-3.4,-0.7%,-0.1%
CN1C(=O)/C(=C/c2cccc(Cl)c2)Sc2ccc(C(=O)N3CCOCC3)cc21,8.4,7.1,0.7,1.1,2.1,-17.0,-8.7,-5.1%,1.8%
CCCCCCCC(=O)OC(CN1CCCCCC1)CN1CCCC1=O (configuration not stated),1.0,16.7,-0.1,5.6,6.1,-12.1,-2.9,-7.7%,2.4%
CN(C(=O)c1ccc(NC(=O)C2CC=CCC2C(=O)O)cc1)c1ccccc1 (configuration not stated),-0.6,11.1,0.9,-12.9,2.5,-18.3,0.7,2.0%,-2.4%
COc1ccc(CNC(=O)c2cc3c(=O)n4cccc(C)c4nc3n(CC3CCCO3)c2=N)cc1 (configuration not stated),1.4,0.2,-0.6,-0.6,1.9,10.5,0.2,-12.4%,?
Cc1cccc(OC(=O)C2C(c3ccccc3)C(C(=O)O)C2c2ccccc2)c1 (configuration not stated),5.6,-7.4,-0.9,-7.6,4.2,-5.3,-2.3,-7.1%,2.0%
COC(C(=O)NNC(=O)Cc1ccc(Cl)cc1)c1ccccc1 (configuration not stated),5.9,-2.9,0.0,-0.7,1.7,-8.2,5.7,4.3%,0.1%
Cc1c(OC(C)C(=O)NCc2ccncc2)ccc2c3c(c(=O)oc12)CCCC3 (configuration not stated),24.4,2.4,-1.1,-4.8,1.7,-1.1,4.3,-9.7%,0.9%
COc1cccc(CC(=O)OCC(=O)NCC(=O)Nc2cccc(C)c2C)c1,1.1,0.0,0.8,2.5,-1.0,-1.2,5.2,.,-1.9%
Cc1cc(S(=O)(=O)N2CCCCC2)ccc1OCC(=O)N1CCCC1,3.1,0.5,-0.1,-16.1,-7.0,-15.2,-0.1,-7.9%,0.7%
CCC(c1nnnn1C1CCCC1)N(Cc1cccs1)Cc1cc2cc(C)ccc2[nH]c1=O (configuration not stated),2.4,4.8,-0.1,10.9,0.0,-4.7,3.4,-6.0%,1.2%
O=C(COc1ccccc1Cl)N1CCN(C(=O)c2ccco2)CC1,1.2,7.9,1.3,-9.5,7.6,-11.0,-11.2,3.4%,0.0%
Cn1c(=O)c2sccc2n2c(CCCC(=O)NCc3ccc4c(c3)OCO4)nnc12,4.9,34.6*,0.0,-3.7,14.7,8.5,2.9,-3.0%,?
COCC(=O)N(Cc1cc2ccc(C)cc2[nH]c1=O)c1cccc(C)c1,3.4,9.9,0.2,-17.1,-9.1,-3.5,-3.9,-8.5%,-2.8%
CCc1ccc(NSc2ccccc2[N+](=O)[O-])cc1,2.4,-3.8,-0.4,-15.1,-2.5,-36.3,-7.5,?,-0.8%
CCOc1cccc(-c2nc3c(s2)CCc2onc(-c4cccc([N+](=O)[O-])c4)c2-3)c1,-0.3,-1.9,0.3,-23.6,20.4,.,-8.2,.,-0.3%
CCCCCCc1ccc(N2C[C@H](Cc3ccccc3)[C@@H](CC(=O)Nc3ccccc3)C2=O)cc1,8.4,-7.7,2.0,11.4,-0.1,.,2.7,-4.4%,-0.3%

# An excerpt from above in order of the D1 ag value, smallest number first:
SMILES,D1 ag
COc1cccc(CC(=O)OCC(=O)NCC(=O)Nc2cccc(C)c2C)c1,1.1
CCc1ccc(NSc2ccccc2[N+](=O)[O-])cc1,2.4
CCCCCCc1ccc(N2C[C@H](Cc3ccccc3)[C@@H](CC(=O)Nc3ccccc3)C2=O)cc1,8.4

# New compounds follow
SMILES,D1 ag,D2 potentiator,TRHR agonist,D1 antagonist,TRHR PAM,RXFP1 antag,D1 PAM,Anesthetic bind,RXFP1 ag
Cc1cc(C)c(NC(=O)COCc2cc(-c3cccs3)on2)c(C)c1,-0.7,3.7,-0.1,5.2,5.7,-19.9,2.0,-8.3%,4.0%
O=C(NNC(=O)c1cccnc1)NC12CC3CC(CC(C3)C1)C2,1.0,-1.4,-0.1,-2.7,0.9,.,-1.6,-19.6%,1.6%
CCOc1ccc(N=C2NC(=O)C(CC(=O)Nc3ccc(OC)cc3)S2)cc1 (configuration not stated),-0.6,-1.6,-0.1,-9.6,-1.5,2.0,-4.6,0.8%,-0.8%
S=c1[nH]nc(COc2ccc(Cl)cc2)n1-c1ccc(Cl)cc1,3.0,3.8,1.3,5.8,2.2,-27.9,12.7,-14.6%,-2.6%
Cc1ccc(CNc2ccc(N3CCOCC3)c(Cl)c2)cc1,3.6,4.1,1.0,-18.7,-0.5,-28.7,-4.8,?,0.2%
COc1cccc(CNC(=O)c2ccc(C(=O)NCc3cccc(OC)c3)cc2)c1,12.0,14.0,0.6,11.8,6.8,-17.2,9.3,-9.0%,0.5%
COc1cccc(/C=C2\C(=O)N(c3cccc(C)c3)C(=O)c3ccccc32)c1,3.8,.,-0.9,-0.9,1.9,-6.9,-2.1,-18.5%,-0.4%
O=C(NCCc1ccc(F)cc1)C(=O)NCC(c1cccs1)S(=O)(=O)c1ccccc1 (configuration not stated),9.3,6.7,1.3,-12.1,-12.6,-11.0,0.0,3.0%,-0.2%
CCOC(=O)c1c(NC(=O)CSc2nnnn2-c2ccc3c(c2)OCCO3)sc(C)c1C,0.6,-16.2,0.6,10.8,-2.0,-15.1,7.3,-18.4%,-0.5%
O=C(CNS(=O)(=O)c1cccc(Br)c1)NCC1CCCCC1,4.6,10.2,0.0,-7.6,2.1,-9.9,-2.2,-5.2%,0.0%
O=C(COc1ccccc1)Nc1nc(-c2cccs2)cs1,0.8,-8.4,0.3,0.7,14.1,-10.4,-1.1,32.6%[activator],-0.2%
Cc1ccnc(SCCn2c(Br)nc3c2c(=O)[nH]c(=O)n3C)n1,2.3,-10.6,0.3,-17.8,-4.3,-0.7,-6.7,41.3%[activator],1.0%
CCOCCCNC(=O)C1CCCN(c2ncnc3onc(C)c23)C1 (configuration not stated),9.1,-20.5,1.6,-19.7,4.8,-1.4,1.3,1.8%,15.1%
CCCNC(=O)c1ccc(N2CCC3(CC2)CC(c2ccccc2)=NO3)c(NC(=O)c2ccco2)c1,3.1,0.5,-0.9,1.9,3.4,.,-3.5,-16.4%,-0.8%
CC(C)CCn1c(=O)c2sccc2n2c(CCCC(=O)NC3CCC(C)CC3)nnc12 (configuration not stated),0.3,3.1,-1.3,-5.3,8.0,-0.6,-3.4,-10.3%,-0.5%
CN(C)CCN(Cc1ccccc1)S(=O)(=O)c1ccc(-c2cc(C(F)(F)F)on2)s1,12.8,-0.9,0.8,-6.1,3.1,?,-6.2,-1.7%,2.8%
CCCc1cc(=O)[nH]c(Nc2ccc(OCC)cc2)n1,8.5,-6.3,-0.3,-83.8*,-6.1,2.5,3.8,-11.9%,-2.6%
CCOC(=O)c1ccc(N/C=C2/CCCC(C)C2=O)cc1 (configuration not stated),4.4,-6.6,-0.2,3.7,-5.8,1.0,1.4,-4.1%,0.2%
CS(=O)(=O)N(CC(=O)N/N=C/c1cc([N+](=O)[O-])ccc1Cl)c1ccccc1,0.2,-18.4,-0.4,-6.6,-8.3,2.2,-9.8,-2.2%,-1.7%
Cc1ccccc1C1C(C#N)=C2N=C(N)c3c(sc4c3CCCCC4)N2C2=C1C(=O)CC(C)(C)C2 (configuration not stated),2.3,-1.5,1.0,21.2,5.9,13.2,1.1,-21.5%,2.9%
